# GC-B act = GC-B (human) receptor activation | P20594 | HEK293-GC-B cells, CNP EC30, cGMP TR-FRET; 0% at EC30 CNP, 100% saturating CNP | activation, % at 10 µM | 0.11% of 370,000 active | AID 1920062;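 active means activation at 10 µM reaching about 35% in either raw or pattern-adjusted values, limit read from the data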
# SMARCA2 activ = increases SMARCA2 function in MMTV reporter cells; MG213 cells, MMTV-luciferase reporter, dexamethasone, overnight; activation, % at 9.1 µM; 1% of 370,000 active; in the data active means activation above about 7.8%;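 further: 0% = vehicle wells and 100% = reference activator wells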
# mABHD4 FP = inhibits mouse alpha/beta hydrolase domain 4; AID 720543; purified mABHD4, FP-Rh probe fluorescence polarization; 0.54% of 370,000 active; Q8VD66; inhibition, % at 8.92 µM;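 active means inhibition exceeding the mean over every tested compound plus 3 SD, cut at about 30% in these data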;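 further: 0% = plate median of compound wells and 100% = S159A mutant with DMSO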
# Target sequence (Q8VD66 whole entry, looked up, the tested form may be a part): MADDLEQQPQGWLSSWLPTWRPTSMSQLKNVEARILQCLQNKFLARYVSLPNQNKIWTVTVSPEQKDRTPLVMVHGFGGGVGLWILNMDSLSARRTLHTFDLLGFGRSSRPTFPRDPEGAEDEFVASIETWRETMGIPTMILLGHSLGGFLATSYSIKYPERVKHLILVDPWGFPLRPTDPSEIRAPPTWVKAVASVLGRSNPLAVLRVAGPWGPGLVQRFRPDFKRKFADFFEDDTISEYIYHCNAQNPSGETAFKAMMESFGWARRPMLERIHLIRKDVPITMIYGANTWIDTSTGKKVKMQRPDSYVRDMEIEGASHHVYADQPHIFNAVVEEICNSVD
#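 Assay system: Wild-type mouse ABHD4 protein | Medium: HEPES pH 7.0 buffer, 150 mM NaCl, 0.01% Pluronic F-127 | Incubation: Enzyme–compound pre-incubation 45 min, then probe 60 min, both 25 °C | Technique: Fluorescence polarization with parallel and perpendicular emission, 525/598 nm | Evaluation: % inhibition of FP-Rh probe binding versus controls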
# ARFGAP1 inhibitor = inhibits rat ARF GTPase activating protein 1. Q62848. Arfgap1-stimulated ARF1 GTP hydrolysis, GDP FP detection. inhibition, % at 16.5 µM. 0.26% of 360,000 active;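 active means inhibition above a per-plate limit, mean inhibition of low control wells plus 3 SD, cut at about 25% in these data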;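 further: 0% = DMSO wells with enzyme and 100% = wells lacking Arfgap1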
#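 system = rat Arfgap1 catalytic domain, aa 1-136 | technique = FP, GDP Alexa 633 tracer displaced from anti-GDP antibody, 620/688 nm | compound = one concentration, 16.5 µM, DMSO 1.26% | medium = HEPES-based buffer, pH 7.5 | timing = compound-enzyme preincubation 20 min, reaction 120 min, detection 60 min, 25 °C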
# PG9 Ab binder = PG9 antibody binding by small molecule. TR-FRET gp120-PG9 antibody binding. inhibition, % at 6.7 µM. 0.43% of 360,000 active. AID 624416; in the data active means inhibition above about 8.5%
# ASAP1 inh = inhibitors of human ASAP1 ArfGAP activity | ASAP1-stimulated ARF1 GTP hydrolysis, GDP FP detection | inhibition, % at 16.5 µM | AID 624377 | Q9ULH1 | 0.19% of 360,000 active; in the data active means inhibition above about 25%;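 further: 0% = vehicle with enzyme and substrate and 100% = no enzyme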
# Rev-erbA mod = modulators of human Rev-erb alpha DNA binding. P20393. Rev-erbα–FITC-DNA binding, fluorescence polarization, 90 min. activity, % at 10 µM. 0.79% of 370,000 active. AID 1259318;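 active means activity above about 14%, limit read from the data; passing the limit was not always enough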;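 further: 0% = DMSO wells with 35 nM protein and 100% = DMSO wells with 750 nM protein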
# Target sequence (P20393 whole entry, looked up): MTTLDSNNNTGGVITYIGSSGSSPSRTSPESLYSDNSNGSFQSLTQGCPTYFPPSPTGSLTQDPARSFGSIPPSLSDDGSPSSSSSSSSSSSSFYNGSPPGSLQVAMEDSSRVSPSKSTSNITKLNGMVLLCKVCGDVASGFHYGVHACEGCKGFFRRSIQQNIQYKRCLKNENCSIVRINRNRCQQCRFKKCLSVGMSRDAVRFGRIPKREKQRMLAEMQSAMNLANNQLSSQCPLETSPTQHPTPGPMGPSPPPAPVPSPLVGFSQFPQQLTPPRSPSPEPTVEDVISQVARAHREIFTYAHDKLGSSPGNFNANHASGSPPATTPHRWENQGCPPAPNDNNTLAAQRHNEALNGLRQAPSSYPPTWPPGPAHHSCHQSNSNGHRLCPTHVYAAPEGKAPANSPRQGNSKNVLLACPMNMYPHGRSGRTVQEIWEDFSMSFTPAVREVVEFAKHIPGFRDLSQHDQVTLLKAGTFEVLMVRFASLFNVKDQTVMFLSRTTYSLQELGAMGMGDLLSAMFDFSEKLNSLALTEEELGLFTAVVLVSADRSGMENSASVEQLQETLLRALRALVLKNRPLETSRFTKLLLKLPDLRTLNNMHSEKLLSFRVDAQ
# HTRA1 inh = HTRA1 (human) protease inhibition. Q92743. recombinant HTRA1, FP-rhodamine activity-based probe, fluorescence polarization. inhibition, % at 5.96 µM. 0.5% of 340,000 active. AID 504803; in the data active means inhibition above about 36%;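 further: 0% = enzyme with DMSO and 100% = wells lacking enzyme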
# GC-A act = GC-A (human) enzyme activation; 0.14% of 370,000 active; activation, % at 10 µM; HEK293 GC-A cells, cGMP TR-FRET, EC30 ANP; 0% at EC30 ANP, 100% saturating ANP; in the data active means activation above about 40%
# rCAG RNA binder = r(CAG) repeat RNA binding; TO-PRO-1 dye displacement fluorescence; inhibition, % at 3 µM; 1.3% of 370,000 active; AID 651821;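 active means inhibition above the plate cutoff, the mean of all test compounds on that plate plus 3 SD, cut at about 35% in these data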;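 further: 0% = DMSO alone and 100% = 100 µM mitoxantrone as full dye displacement; higher means more dye released from RNA so lower well fluorescence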
# * hit, by the source's call; / = not tested or not shown; & = joins results of further samples.
SMILES,GC-B act,SMARCA2 activ,mABHD4 FP,ARFGAP1 inhibitor,PG9 Ab binder,ASAP1 inh,Rev-erbA mod,HTRA1 inh,GC-A act,rCAG RNA binder
COc1ccc2c(c1)C(C)=CC(C)(C)N2C(=O)C(C)N1C(=O)c2ccccc2C1=O (centres undefined),-2,-3,2,5,1.6,-1,5,2,-9,-6
CC(C)Oc1cccc(C(=O)N/N=C/c2ccoc2)c1,1,-2,-2,6,0.2,-9,-1,3,3,0
CS(=O)(=O)NN1C(=O)c2ccccc2NC1c1ccccc1F (centres undefined),0,0,2,-6,-1.5,0,1,6,0,1
Cc1nc2nc(Cc3ccccc3)nn2c(C)c1Cl,2,-5,3,8,1.5,-7,-2,1,1,-5
Cc1cccc(C2c3[nH]c4ccccc4c3CCN2C(=O)c2cc(CC(C)C)nc(C)n2)n1 (centres undefined),0,0,-11,-9,-2.2,0,-2,1,-1,-3
COc1ccc(N2CCc3c(C)nc4c(OC)cc(OC)cc4c32)c(OC)c1,-22,-1,7,-12,-1.6,6,7,6,-16,12
CCN1C(=O)C2C(C1=O)N1C(c3cccs3)C3C(=O)N(CC)C(=O)C3N1C2c1cccs1 (centres undefined),-11,-5,6,10,1.2,-1,-1,2,-3,-3
CN(Cc1ccco1)c1ncnc2ccc(-c3ccc4c(c3)OCO4)cc12,8&26,0,3&-6,-2,0.8,7,-6&10,-28,12&20,6
Cc1ccc(-c2nn(CC(=O)NC(C)c3ccccc3)c(=O)c3ccccc23)cc1 (centres undefined),-3,2,2,-6,-4.2,-4,0,-2,-2,0
O=C(CC1CC2CCC1C2)N1CCN(S(=O)(=O)c2ccc(F)cc2)CC1 (centres undefined),-2,-2,6,1,0.6,0,4,5,1,3
CCN(CC(=O)Nc1ccccc1OC)C(=O)CCc1ccccc1,4,-2,-4,5,-2.6,5,2,2,1,-2
Cc1ccc(/C=C2\Oc3cc(OCC(=O)NN)ccc3C2=O)o1,1,-3,12,-5,-6.8,-4,-22,4,-12,23
NC1=NC[C@H](c2ccccc2)N1CCc1cc(C(F)(F)F)cc(C(F)(F)F)c1,-1,0,13,2,0.3,4,-2,1,-2,9
CC(C)CC(=O)Nc1cc2nn(-c3ccccc3)nc2cc1Cl,-1,1,-1,-7,-0.5,2,15,4,7,1
Cc1ccc(C(=O)Nc2ccccc2)cc1S(=O)(=O)Nc1ccc(Cl)cn1,-5,-5,-4,0,0.4,13,-1,-34,-4,28
O=C(CN1C(=O)c2cccc3cccc1c23)Nc1ccccc1,-2,-3,6,4,1.0,-16,5,7,2,4
NC(=O)CC1C(=O)N(c2ccc(Cl)cc2)C(=S)N1NC(=O)c1cccc(F)c1 (centres undefined),1,3,9,11,-0.9,1,3,2,3,4
COc1ccc2oc(=O)c(C(=O)N3CCN(c4ccc(F)cc4)CC3)cc2c1,2,2,2,0,1.1,2,-2,-3,3,-5
COc1ccccc1NC(=O)NC1(C(=O)N2CCN(C)CC2)CCCCC1,-2,-2,-3,0,-1.5,1,3,2,5,-3
COc1ccc2c(c1)c(CC(=O)OCC(=O)N(C)C)c(C)n2C(=O)c1ccc(Cl)cc1,1,-3,1,2,-0.1,6,-3,-12,2,1
COc1cc(NC(=S)NCCc2ccccc2)c(OC)cc1NC(=O)C(C)C,4,-5,3,-3,-0.6,14,-3,0,1,-7
CC(=O)Nc1ccccc1C(=O)C(=O)Nc1cccc(C(=O)NCc2ccc(C)cc2)c1,3,-2,-9,-4,-1.4,-18,0,/,1,-1
O=C(c1cc(F)ccc1F)N1CCCC(c2nc(-c3cccs3)no2)C1 (centres undefined),-8,3,0,/,/,/,5,/,1,1
O=C(COC(=O)Cc1ccc(S(=O)(=O)N2CCOCC2)s1)NCc1ccccc1,-5,-2,-1,0,1.9,-6,1,-1,3,9
Cc1cc(C(=O)COC(=O)c2cccnc2Cl)c(C)n1C,0,0,-4,6,-0.9,5,-4,5,-1,-1
COc1cc2c(cc1OC)C(C)N(C(=O)c1nccnc1C(=O)O)CC2 (centres undefined),2,3,4,-16,0.1,0,2,2,2,9
CCc1nonc1NC(=O)c1oc2c(C)c(C)ccc2c1C,-5,-4,-5,13,-2.1,6,2,-6,-4,5
NC(=S)Nc1cccc(F)c1,4,-2,-2,3,-1.7,8,-3,2,-4,-1
CSc1nnc(C2CCCN2)n1C (centres undefined),4,-4,5,2,-2.4,-9,-3,2,5,0
CC(C(=O)NC1CCCC1)N(C(=O)c1snc(C(N)=O)c1N)c1ccc2c(c1)OCCO2 (centres undefined),2,-4,-2,-3,1.4,-9,2,0,2,-2
Cc1oc(-c2cccs2)nc1CN1CCC(C(=O)N2CCCC2)CC1,3,1,7,3,1.1,-9,2,0,7,-2
C=CCOC(=O)CCCC(=O)NC1CCCCC1,-4,1,6,4,-0.1,19,-3,-4,-1,-4
O=C(Oc1cccc(/C=N/Nc2nc(N3CCOCC3)nc(N3CCOCC3)n2)c1)c1ccco1,-1,2,-1,9,-0.9,1,1,2,-5,-6
COc1cc(C(O)c2nc(-c3cnn(C)c3)cs2)ccc1F (centres undefined),-2,-4,1,-10,-0.2,-5,-3,/,2,0
CN(C)/C=N/S(=O)(=O)c1cccn1-c1ncc(C(F)(F)F)cc1Cl,3,0,2,-6,-2.4,-2,1,2,-1,-1
O=C(Nc1ccc(F)cc1)c1cc(Cl)sc1Cl,-3,2,-11,16,1.0,0,-1,4,0,-1

# Entries from the list above containing two or more sulfur atoms (two):
SMILES,GC-B act,SMARCA2 activ,mABHD4 FP,ARFGAP1 inhibitor,PG9 Ab binder,ASAP1 inh,Rev-erbA mod,HTRA1 inh,GC-A act,rCAG RNA binder
CCN1C(=O)C2C(C1=O)N1C(c3cccs3)C3C(=O)N(CC)C(=O)C3N1C2c1cccs1 (centres undefined),-11,-5,6,10,1.2,-1,-1,2,-3,-3
O=C(COC(=O)Cc1ccc(S(=O)(=O)N2CCOCC2)s1)NCc1ccccc1,-5,-2,-1,0,1.9,-6,1,-1,3,9

# New compounds follow:
SMILES,GC-B act,SMARCA2 activ,mABHD4 FP,ARFGAP1 inhibitor,PG9 Ab binder,ASAP1 inh,Rev-erbA mod,HTRA1 inh,GC-A act,rCAG RNA binder
Cc1cccc(C)c1NC(=S)Nc1ccc(Cl)c(Cl)c1,2,2,-2,-4,-1.4,4,2,3,-1,1
CC(C)(C)OC(=O)N1CCC(C(=O)N[C@@H](Cc2ccccc2)C(=O)O)CC1,4,1,0,10,1.1,-3,-6,-4,8,1
Cc1ccc(NC(=O)c2ccccc2-c2ccc(C(F)(F)F)cc2)cc1S(=O)(=O)N1CCOCC1,1,-1,-2,1,2.0,0,-6,-31,-7,3
CCOC(=O)c1ccc(Oc2nc(OC)nc(N(C)C)n2)cc1,-1,0,0,-12,-0.2,-1,-2,-1,-1,-9
Cc1cc(NC(=O)CCC(=O)N(Cc2ccccc2)C2(C(=O)NC3CCCCC3)CCCC2)no1,-1,-4,-4,-6,0.3,-2,1,0,-12,-2
Cc1csc(SC(C)C(=O)NC2CCCCC2C)n1 (centres undefined),3,-2,4,12,2.7,1,-2,-3,2,-6
CCc1ccc(C(C(=O)NCc2ccc(OC)cc2)N(CCOC)C(=O)Cc2cccs2)cc1 (centres undefined),-5,-2,-5,-8,-0.3,-5,-2,-20,-3,-8
CCOC(=O)N1CCC(N2C(=O)c3ccccc3C2Nc2cccnc2)CC1 (centres undefined),-2,-2,4,-8,-0.7,-19,-5,1,-2,-2
O=C(O)c1ccc(-c2nn3c(=O)cc(N4CCNCC4)nc3s2)cc1,5,-3,4,1,0.0,2,-9,/,0,3
COc1ccc(-c2nc(CN3CCN(c4ncnc5ccccc45)CC3)c(C)o2)c(OC)c1,-4,-7,3,8,0.2,11,6,-1,3,2
C(=N\N(c1ccccc1)c1ccccc1)/c1ccc2c(c1)OCO2,-3,-2,-2,3,-1.4,-4,4,4,0,2
Oc1csc(Cc2nc(-c3ccc(-c4ccccc4)cc3)cs2)n1,-6,3,33*,-3,1.4,12,-3,2,-1,9

# The list goes on, starting with the last 2 of the part before.
SMILES,GC-B act,SMARCA2 activ,mABHD4 FP,ARFGAP1 inhibitor,PG9 Ab binder,ASAP1 inh,Rev-erbA mod,HTRA1 inh,GC-A act,rCAG RNA binder
C(=N\N(c1ccccc1)c1ccccc1)/c1ccc2c(c1)OCO2,-3,-2,-2,3,-1.4,-4,4,4,0,2
Oc1csc(Cc2nc(-c3ccc(-c4ccccc4)cc3)cs2)n1,-6,3,33*,-3,1.4,12,-3,2,-1,9
O=C(c1cc(-c2ccccc2)on1)N1CCC(Oc2cccnc2)CC1,-6,-2,6,/,/,/,-5,/,-4,-3
COc1ccc(C(=O)CSc2nc(=O)n(Cc3cccnc3)c3c2CCC3)cc1,6,6,8,13,-1.4,26*,4,-3,0,4
CCOC(=O)C1=CN(Cc2cccc(F)c2)S(=O)(=O)NC1c1cccc(OC)c1 (centres undefined),-1,-4,-5,-11,-0.5,-1,0,-43,-6,4
CN(C)CCNC(=O)c1cccc(-c2cc(NC=O)c3ncc(-c4cccc(C(F)(F)F)c4)n3c2)c1,3,34*,-5,7,-0.2,18,-6,/,4,5
Cc1ccc(CC(=O)Nc2ccc(C(=O)N3CCCCC3)cc2)cc1,3,2,8,14,-1.6,4,1,-2,2,0
CC1(C(=O)NCc2ccccc2)CSCC(=O)N1CCOc1ccccc1 (centres undefined),-1,6,0,-7,0.6,-16,1,/,-3,3
COc1ccc(CNC(=O)Nc2cccc(C)c2)cc1,3,8,-3,-2,0.1,-10,-4,-14,-1,-2

# In the list so far, 3 contain a COOH group:
SMILES,GC-B act,SMARCA2 activ,mABHD4 FP,ARFGAP1 inhibitor,PG9 Ab binder,ASAP1 inh,Rev-erbA mod,HTRA1 inh,GC-A act,rCAG RNA binder
COc1cc2c(cc1OC)C(C)N(C(=O)c1nccnc1C(=O)O)CC2 (centres undefined),2,3,4,-16,0.1,0,2,2,2,9
CC(C)(C)OC(=O)N1CCC(C(=O)N[C@@H](Cc2ccccc2)C(=O)O)CC1,4,1,0,10,1.1,-3,-6,-4,8,1
O=C(O)c1ccc(-c2nn3c(=O)cc(N4CCNCC4)nc3s2)cc1,5,-3,4,1,0.0,2,-9,/,0,3
